# Shiga toxin inh: A qHTS for Small Molecule Inhibitors of Shiga Toxin. Vero cells, Shiga toxin protein synthesis inhibition reporter. inhibition, % at 38.7 µM. 290,000 tested, 9.2% active. AID 2315, 2010; in the data active = inhibition mostly above about 28%, no sharp cut-off; inactive = mostly below about 43%; also: 0% is about no effect
# TbPYK inhibitor: qHTS of Trypanosoma Brucei Inhibitors. TbPYK enzyme, Kinase-Glo Plus ATP luminescence, 45 min. Potency, µM (doses to about 76.8 µM), for inactives: at the top dose activity, negative = inhibition, hits mostly inhibitors. 410,000 tested, 0.12% active; also: potency is read from the fitted curve at half-maximal effect; % is scaled to controls: 0 for no effect and ±100 for the full control effect; nearly all actives have a fitted effect of over 50% in size
#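 Quantitative HTS: titrated library compounds versus trypanosomal pyruvate kinase in TEA buffer (pH 7.2) containing KCl, MgCl2, BSA and Tween-20. Reactions were initiated with ADP, 130 uM final. Kinase-Glo Plus luminescence was read after 45 min at RT.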
# AmpC inh no detg: qHTS Inhibitors of AmpC Beta-Lactamase (assay without detergent) | Potency, µM (highest dose often 57.1 µM), inactives show top-dose activity change, negative = inhibition, most hits filed as inhibitors | P00811 | AID 485341, 2010 | 330,000 tested, 0.52% active | AmpC nitrocefin hydrolysis, absorbance 480 nm, 0.0001% Triton;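 also: potency is read from the fitted curve at half-maximal effect; plate controls were no compound for no effect and no enzyme for full effect; nearly all actives have a fitted effect of over 20% in size; some results filed as inactive show a strong effect at the top dose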
# Target sequence (P00811 whole entry, looked up): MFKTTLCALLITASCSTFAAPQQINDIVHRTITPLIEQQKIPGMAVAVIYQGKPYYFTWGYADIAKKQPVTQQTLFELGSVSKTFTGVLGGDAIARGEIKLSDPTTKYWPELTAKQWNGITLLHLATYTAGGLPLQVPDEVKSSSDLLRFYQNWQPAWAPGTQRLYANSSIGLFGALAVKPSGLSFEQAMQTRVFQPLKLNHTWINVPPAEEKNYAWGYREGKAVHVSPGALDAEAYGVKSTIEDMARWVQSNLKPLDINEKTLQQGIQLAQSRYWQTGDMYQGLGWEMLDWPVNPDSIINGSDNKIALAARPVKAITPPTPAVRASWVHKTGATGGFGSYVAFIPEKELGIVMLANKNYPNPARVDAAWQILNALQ
#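 20 mM phosphate pH 7.0 + 0.01% (detergent screen) or 0.0001% Triton X-100; 5.3 nM AmpC reagent; cpd preinc 15 min RT; nitrocefin (800 uM stock) to start; A480 q20 s × 4 min; Activity was normalised to no-enzyme and no-compound control wells.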
# Pf growth 96h: Primary qHTS for delayed death inhibitors of the malarial parasite plastid, 96 hour incubation | P. falciparum luciferase reporter growth, 96 h | Potency, µM (series often up to 28.7 µM), for the others: top-dose activity change, negative = inhibition, most hits filed as inhibitors | 320,000 tested, 6.9% active | AID 504834, 2011; also: potency is read from the fitted curve at half-maximal effect; % is scaled to controls: 0 for no effect and ±100 for the full control effect
#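 Compounds incubated with erythrocytes infected by luciferase-expressing P. falciparum (2% hematocrit, 0.05% parasitemia final) for 96 hours, 37 C in 5% CO2. Growth inhibition scored as decreased luciferase luminescence.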
# Pf growth 48h: Primary qHTS for delayed death inhibitors of the malarial parasite plastid, 48 hour incubation. 310,000 tested, 5.9% active. AID 504832, 2011. P. falciparum luciferase growth in erythrocytes, 48 h. Potency, µM (series often up to 28.7 µM), for inactives: at the highest dose activity change, negative = inhibition, most hits filed as inhibitors; also: potency is read from the fitted curve at half-maximal effect; % is scaled to controls: 0 for no effect and ±100 for the full control effect
#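 Firefly luciferase activity from engineered P. falciparum reports growth; inhibitors lower the luminescent signal. Cultures contained 2% hematocrit erythrocytes at 0.1% final parasitemia.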
# CHX counter: Cycloheximide Counterscreen for Small Molecule Inhibitors of Shiga Toxin; max response, %; cell reporter, cycloheximide protein synthesis inhibition counterscreen; 300,000 tested, 12% active; AID 2314, 2010; in the data active = max response mostly above about 13%, no sharp cut-off; inactive = mostly below about 14%; also: read at 38.3 µM for the half of the compounds with a filed dose; 0% is about no effect
# LmPK inh: qHTS Assay for Inhibitors of Leishmania Mexicana Pyruvate Kinase (LmPK). 290,000 tested, 0.37% active. Q27686. AID 1721, 2009. Potency, µM (highest dose often 57.5 µM), for inactives: at the top dose activity change, negative = inhibition, hits mostly inhibitors. purified LmPK, Kinase-Glo ATP luminescence, 1 h; also: potency is read from the fitted curve at half-maximal effect; % is scaled to controls: 0 for no effect and ±100 for the full control effect
# Target sequence (Q27686 whole entry, looked up): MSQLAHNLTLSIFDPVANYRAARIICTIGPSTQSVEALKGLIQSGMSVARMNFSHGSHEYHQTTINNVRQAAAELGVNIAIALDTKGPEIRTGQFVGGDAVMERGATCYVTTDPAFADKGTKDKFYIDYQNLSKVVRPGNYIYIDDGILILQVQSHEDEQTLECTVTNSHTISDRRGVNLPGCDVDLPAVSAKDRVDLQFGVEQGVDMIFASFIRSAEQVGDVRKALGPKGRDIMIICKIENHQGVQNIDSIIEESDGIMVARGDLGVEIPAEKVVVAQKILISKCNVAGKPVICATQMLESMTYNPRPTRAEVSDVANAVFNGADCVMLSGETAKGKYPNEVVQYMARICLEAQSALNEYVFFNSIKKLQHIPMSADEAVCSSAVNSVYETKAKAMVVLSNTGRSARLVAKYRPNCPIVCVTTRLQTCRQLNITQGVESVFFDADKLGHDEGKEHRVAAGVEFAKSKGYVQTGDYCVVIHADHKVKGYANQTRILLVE
#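 Kinase-Glo luminescence read after 1 h RT reaction of 0.1 nM LmPK with 0.5 mM PEP and 0.1 mM ADP. Activity scaled between uninhibited and enzyme-free controls.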
# * hit, by the source's call; ? = inconclusive; / = no result given; & = joins results of further samples; [ ] = dose if it differs, or a comment. Unless noted, calls follow the shape of the dose curve; as a rule, active = well fitted curve in the direction sought with a large enough effect; inconclusive = small, poorly fitted or top-dose-only effect, or another doubt; inactive = no such curve, though single readings can be large; an effect the other way counts as inactive or inconclusive.
SMILES,Shiga toxin inh,TbPYK inhibitor,AmpC inh no detg,Pf growth 96h,Pf growth 48h,CHX counter,LmPK inh
CCn1c(SCC(=O)NCC2CCCO2)nc2c(c1=O)SC(C)C2 (stereo not drawn),-12,-3%,-13%,?,?,-5,-4%
Cc1ccc(NC(=O)c2sc3nc(N)c(C#N)cc3c2N)cc1,63*,4%,-14%,?,?,41*,0%
COC(=O)C1=C(C)N(Cc2ccccc2)C(=NCCc2c[nH]c3ccccc23)N[C@H]1c1ccccc1,-2,-13%,-14%&63%,8.3µM*,?,-3,-8%
Cc1cccc(N2C(=O)CN=C2Nc2nc(C)cc(C)n2)c1,-17,3%,-16%,/,-5%,-7,5%
NS(=O)(=O)c1ccc(CNC(=O)/C=C/c2ccccc2[N+](=O)[O-])cc1,20,3%,-27%,-20%,?,-3,1%
O=C(NCc1ccncc1)c1ccc(S(=O)(=O)Nc2ccccc2)cc1,/,-2%,-15%,-1%,-9%,/,/
Cc1c(C)c2c(OCC(=O)N3CCC(C(=O)O)CC3)cc3c(c2oc1=O)CCC(C)(C)O3,-2,4%,-20%,5.2µM*,?,-3,-1%
O=C(COc1cccc2ccccc12)NNC(=O)c1cnccn1,2,-12%,-18%,?,?,-5,1%
O=C(Cc1cccs1)NC1C(=O)N2C(C(=O)[O-])=C(C[n+]3ccccc3)CSC12 (stereo not drawn),/,0%,/,2%,-9%,/,/
O=C1C(=O)N(CNc2ccccn2)c2ccccc21,-20,-1%,-12%,?,7%,0,-4%

# An excerpt from above in order of count of non-hydrogen atoms, rising:
SMILES,Shiga toxin inh,TbPYK inhibitor,AmpC inh no detg,Pf growth 96h,Pf growth 48h,CHX counter,LmPK inh
O=C1C(=O)N(CNc2ccccn2)c2ccccc21,-20,-1%,-12%,?,7%,0,-4%
O=C(COc1cccc2ccccc12)NNC(=O)c1cnccn1,2,-12%,-18%,?,?,-5,1%
O=C(NCc1ccncc1)c1ccc(S(=O)(=O)Nc2ccccc2)cc1,/,-2%,-15%,-1%,-9%,/,/

# (further entries)
SMILES,Shiga toxin inh,TbPYK inhibitor,AmpC inh no detg,Pf growth 96h,Pf growth 48h,CHX counter,LmPK inh
Cc1ccc(-n2nnnc2SCC(=O)c2c(N)n(CC(C)C)c(=O)n(C)c2=O)cc1,-1,0%,-10%,-4%,?,-2,-2%
CC(C(=O)c1ccc(-c2ccccc2)cc1)[n+]1cccc(Br)c1 (stereo not drawn),-5,0%,-1%,2.3µM*,43%[activator],-2,3%
CC(=O)Nc1cccc2c1C(=O)N(c1ccccc1C)C2=O,-5,1%,1%,?,3%,12,-1%
CSc1nc2c(c(=O)[nH]c(=O)n2C)n1Cc1ccccc1,-14,7%,-11%,?,49%[activator],-1,-1%
COc1ccc2c(C)cc(=O)[nH]c2c1,-8,-2%,-4%,?,27%,-3,6%
CCc1nc(C)cn1S(=O)(=O)c1cc([N+](=O)[O-])ccc1Cl,-14,3%,-4%,?,?,-2,0%
CN(CC(=O)Nc1ccc(F)cc1)C(=O)c1cc(-c2ccco2)nc2ccccc12,/,-14%,-54%,?,?,/,/
CN(Cc1cccnc1)Cc1cn(C)nc1-c1ccc(Oc2ccccc2)cc1,-6,5%,172%[activator],?,?,-3,4%
CCC(C(=O)OCC(=O)N(CCOC)c1c(N)n(Cc2ccccc2)c(=O)[nH]c1=O)c1ccccc1 (stereo not drawn),-11,-1%,151%[activator],?,-6%,-2,0%
COc1c(C)cccc1C(=O)Nc1ccc(N2CCOCC2)c(Cl)c1,121*,3%,39%,-27%,/,89*,-1%
COc1cccc(CC2(CO)CCN(Cc3cccn3-c3cccnc3)CC2)c1,-40,7%,20%,?,-10%,-2,-1%
O=C(CCCN1C(=O)CCC1=O)Nc1ccc2c(c1)OCO2,53*,-5%,-20%,-3%,27%,11,0%
CCc1cccc(C)c1NC(=O)CN(C)C1=NS(=O)(=O)c2ccccc21,/,-11%,1%,27%,12%,/,/
Cn1nc(C(F)(F)F)c2cc(C(=O)NC3CC3)sc21,-8,-4%,-12%,-6%,8%,0,-4%
CCCCn1c(N)c(N(CC(C)C)C(=O)c2ccc(COc3ccccc3)o2)c(=O)[nH]c1=O,-2,4%,-11%,-21%,-46%,-1,-1%
Cc1cccc(NC(=O)C(=O)NNC(=O)c2ccc(C(C)(C)C)cc2)c1,-13,1%,-53%,?,26%,8,1%
Brc1ccc2cccnc2c1,-12,-1%,-12%,-13%,1%,6,-3%
COC(=O)c1nn(-c2ccccc2)c(Sc2ccc(Cl)cc2)c1/C=N/O,-23,-6%,-7%,-20%,?,6,0%
CC(=O)c1ccc(OCC(=O)OCC(=O)N(CC(C)C)c2c(N)n(Cc3ccccc3)c(=O)[nH]c2=O)cc1,/,-6%,-4%,29%,3%,/,/
NS(=O)(=O)c1ccc(CNC(=O)/C=C/c2c(Cl)cccc2Cl)cc1,16,/,-30%,-4%,-20%,1,2%
O=C(CNC(=O)Cc1ccccc1)N=Nc1c(O)[nH]c2ccccc12,-12,6%,-21%,48%[activator],-4%,1,-2%
Cc1onc(-c2ccccc2)c1C(=O)Nc1cccc2nsnc12,8,-7%,-11%,/,10%,-3,-1%
CCOC(=O)c1c(-c2ccc(C)s2)csc1NC(=O)c1ccco1,19,/,-17%,/,4%,0,8%
O=C(CC1CCCCC1)NCc1nc(-c2ccccc2)no1,15,3%,3%,20%,12%,-3,0%
N#Cc1cnc(NCc2ccc(Cl)cc2Cl)nc1,-8,2%,-21%,-12%,12%[0.00184 µM],-3,6%
C=CCSc1nc(C)c(Cc2cccc3ccccc23)c(=O)[nH]1,25,-12%,-19%,7%,-17%,9,0%
CCOC(=O)c1nn(-c2ccc(OCC)cc2)c2nc(-c3cccc(OC)c3)c(C#N)c(=O)n12,-4,-14%,-25%,?,12%,5,-1%
Cc1ccccc1NC(=S)N(CCCN1CCCCC1)Cc1ccco1,-7,0%,-20%,-17%,-17%,1,-1%
CC(=O)N1c2ccccc2[C@H](C)[C@H]1C,/,0%,-6%,?,45%[activator],/,/
CC(Oc1cccc(F)c1)C(=O)/C=C\N(C)C (stereo not drawn),-11,0%,-18%,?,72%[activator],25,-4%
C/C(=N\OC(=O)c1ccc(Cl)c(Cl)c1)c1sc(C)nc1C,-7,-4%,-7%,?,/,-3,-1%
Cc1[nH]c2ccccc2c1C(=O)C(=O)N1CCN(c2ccccc2F)CC1,-6,-2%,-1%,?,12%,-3,6%
Cc1ccnc(NC(=O)CCC(=O)N(CC(=O)NC2CCCCC2)Cc2ccc3c(c2)OCO3)c1,-8,/,-18%,?,7%,-5,3%
COc1ccc(C(=O)NCc2ccccc2OC)c(OC)c1,27,4%,-22%,/,?,13,0%
CC(C)NCC(O)Cn1c2c(c3ccccc31)CCc1c-2cnn1-c1ccccc1 (stereo not drawn),-28,-7%,137%[activator],?,2.9µM*,-9,1%
COc1ccccc1-n1cnnc1SCC(=O)c1cc(C)n(Cc2cccs2)c1C,38*,-8%,53%,/,-28%,39*,0%
O=C(NCc1cccnc1)c1nc(-c2cccs2)no1,5,3%,-25%,112%[activator][5.75 µM],7%,13,1%
COC(CNC(=O)c1ccc(N2CCC3(CC2)OCCO3)c([N+](=O)[O-])c1)OC,-6,0%,-9%,0%,16%,-1,-3%
CCN(CC)CCN(C(=O)/C=C/c1cccs1)c1nc2ccc(Cl)cc2s1,8,4%,42%,?,?,2,-4%
CC(C)CC(=O)NC(=S)Nc1nc(-c2ccc(Cl)cc2)cs1,14,0%,-39%,19%,16%,-4,2%
O=C(CSCCc1ccccn1)Nc1cccnc1Cl,-1,1%,-17%,/,-4%,-3,2%
Oc1cc(NCc2ccc(Cl)cc2)cc2cccnc12,/,-2%,-9%&-10%,?,3.3µM*,/,/
Cc1cc(NC(=O)c2cc(-c3ccco3)on2)nn1Cc1ccc(Cl)cc1,-1,-8%,-41%,/,6.6µM*,3,6%
CN1CCN(CCC(C#N)(c2ccccc2)c2ccccc2)CC1,-6,6%,30%,/,37%[activator],-2,-3%
CCCCC(=O)Nc1cccc(-c2cn3ccccc3n2)c1,108,5%,-22%,65%[activator],41%[activator],29*,-4%
COc1ccccc1CNC(=O)c1sccc1C,35,0%,-10%,11%,20%,6,5%
OC1CCN(Cc2cccc3ccccc23)CC1,-5,3%,-9%,25%,9%,0,-8%
O=C(CCc1ccccc1)N=C1SC2CS(=O)(=O)CC2N1c1ccc(F)cc1 (stereo not drawn),-3,-2%,45%,26%,26%,-1,8%
CC1Cc2ccccc2N1C(=O)Cn1nc(C(=O)O)c2ccccc2c1=O (stereo not drawn),-14,-6%,-18%,124%[activator],26%,-2,2%
Cc1ccccc1CC(=O)NCc1cccnc1,-3,-4%,-11%,7%,-8%,-3,-4%
# (next part)
SMILES,Shiga toxin inh,TbPYK inhibitor,AmpC inh no detg,Pf growth 96h,Pf growth 48h,CHX counter,LmPK inh
COc1cccc(CC(=O)NC2CCCN(Cc3ccccc3F)C2)c1 (stereo not drawn),-13,-13%,5%,?,-3%,-1,-1%
CCCC(=O)Nc1nc(C)c(C(C)=O)s1,6,-3%,-9%,23%,15%,5,4%
Cc1nc2c(Cl)cc(Cl)cc2[nH]1,-13,-8%,-9%,85%[activator],18%,-2,-1%
COc1ccc(N(CC(=O)NCc2ccccc2OC)S(=O)(=O)c2ccc(C)cc2)cc1Cl,-30,6%,0%,29%,?,5,-5%
Cc1ccc(NC(=O)CCn2c(=S)oc3ccccc32)cc1,-10,2%,-16%,?,-16%,-3,3%
COc1ccccc1OP(=O)(Nc1cccnc1)Oc1ccccc1OC,2,-8%,-17%,?,-12%,-1,0%
O=C(NO)c1ccccc1C(F)(F)F,13,10%,-11%,1%,18%,-4,-6%
Cc1ccc(S(=O)(=O)NNC(=O)C2CCN(S(=O)(=O)c3ccc(C)cc3)CC2)cc1,-8,?,3%,0%,-16%,-3,-3%
CC(=O)Nc1ccc(NC(=O)CC2Nc3cccc4cccc(c34)NC2=O)cc1 (stereo not drawn),-16,6%,-26%,-5%,39%[activator],-4,6%
CC(C)N1CCN(Cc2cc(F)ccc2-n2cccn2)CC1CCO (stereo not drawn),-13,0%,-1%,?,0%,-1,14%
Cc1ccc(N2C(=O)C(Cc3ccc(O)cc3)NC2=S)cc1C (stereo not drawn),19,-10%,-16%,?,?,-4,0%
Cn1c(NNC(=O)C2CCCCC2)cc(=O)n(C)c1=O,24,-4%,-12%,-39%,0%,8,0%
Cc1c(Nc2ccc(C=O)cc2)c(=O)n(-c2ccccc2)n1C,6,-13%,-13%,0%,10%,5,-5%
CCC1(C)Cc2ccccc2-c2nc(SC)[nH]c(=O)c21 (stereo not drawn),3,-8%,-13%,27%,-3%,-2,1%
CC(C)(C)NC(=O)[C@@H]1CC[C@@H]2[C@@H]3CC[C@@H]4NC(=O)C=C[C@@]4(C)[C@H]3CC[C@]21C,/,2%[33.2 µM],/,-19%[12.8 µM],-17%[12.8 µM],/,/

# Assay outcomes deposited in PubChem BioAssay by National Center for Advancing Translational Sciences (NCATS).
